# D2 antagonist: D2 dopamine receptor (human) antagonism; 340,000 tested, 2% active; HEK293 TREx D2 cells, calcium flux, dopamine EC80; inhibition, % at 10 µM; P14416; in the data active = inhibition above about 30%; also: 0% is about no effect
# Target sequence (P14416 whole entry, looked up): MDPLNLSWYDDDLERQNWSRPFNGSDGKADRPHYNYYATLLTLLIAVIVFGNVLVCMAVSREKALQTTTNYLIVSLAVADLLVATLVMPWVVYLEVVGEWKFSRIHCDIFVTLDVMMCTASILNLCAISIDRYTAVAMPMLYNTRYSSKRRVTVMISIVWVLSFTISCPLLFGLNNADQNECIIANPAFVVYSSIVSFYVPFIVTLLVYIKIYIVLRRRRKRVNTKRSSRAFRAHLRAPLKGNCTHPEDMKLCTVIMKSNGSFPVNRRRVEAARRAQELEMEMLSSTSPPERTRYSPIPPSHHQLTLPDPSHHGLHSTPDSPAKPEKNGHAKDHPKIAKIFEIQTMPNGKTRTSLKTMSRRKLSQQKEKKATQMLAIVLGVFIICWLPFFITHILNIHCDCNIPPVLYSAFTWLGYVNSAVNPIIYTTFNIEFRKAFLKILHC
#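 HEK293 T-REx D2 cells, tet-induced, calcium dye no-wash. Cpd pintool add, 180 s kinetic, then EC80 DA, 180 s kinetic. Ca flux read.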
# ERG Ets-DNA blk: blocks human ERG Ets domain binding to DNA. fluorescence polarization, His-ERG Ets domain / labelled DNA. Potency, µM (highest dose often 76.9 µM), for inactives: at the top dose FP activity, negative = inhibition, hits mostly inhibitors. 370,000 tested, 0.028% active. AID 624246; active = well fitted inhibition curve with a large enough effect in the polarisation, with a control signal flat; inconclusive = small, poorly fitted or top-dose-only effect, or effect the other way, or a change in a side signal; inactive = no such curve, though single readings can be large or run the other way; the % refers to the polarisation;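 also: polarization taken with two DNA probes labelled with fluorescein and Texas red; potency is read from the fitted curve at half-maximal effect; % of control where 0% means no effect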
#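 His-tagged ERG Ets domain (1 uM in the protein solution; 300mM KCl, 50mM Tris-HCl, 1mM EDTA, 1mM DTT, pH 7.5) received compound, then a probe mix of 5 nM fluorescein-DNA and 100nM Texas-615-DNA. Fluorescence polarization was read for both dyes.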
# RGS4 inhibitor: blocks human RGS4-accelerated GTP hydrolysis. Transcreener GDP fluorescence polarization, RGS4-accelerated GTP hydrolysis. 390,000 tested, 0.039% active. Potency, µM (titrated, usually from 114 µM), without a hit: at the highest dose activity change, negative = inhibition, usual class: inhibitors. AID 504845; also: potency is read from the fitted curve at half-maximal effect; % is scaled to controls: 0 for no effect and ±100 for the full control effect; nearly all actives have a fitted effect of over 75% in size; some results filed as inactive show a strong effect at the top dose
#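 MLSMR compounds (23 nl, pin-transferred) preincubated 10 min at room temperature with a 500nM (2x) first reagent, then RGS4 at 900nM (2x) plus Transcreener GDP mix added; fluorescence polarization (620/688 nm) read before and after 90 min at 30 °C.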
# LDHA inh: blocks human lactate dehydrogenase A | AID 1347041 | purified LDHA, NADH/diaphorase-resazurin fluorescence; stronger effect = lower value | 480,000 tested, 0.15% active | activity change, % (values are at about 110 or 230 µM); in the data active = activity change below about -30%; inconclusive = mostly about -25% to -30%;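 also: plate controls were DMSO wells for no effect and wells without enzyme for full effect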
#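 Human LDH5 at 2 nM final in Tris HCl pH 7.4 with 0.06 mM NADH and 0.2 mM pyruvate, reacted 5 minutes at room temperature. Remaining NADH coupled via diaphorase/resazurin; resorufin fluorescence read at 0 and 20 minutes, normalized to enzyme-free and DMSO wells.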
# D2 agonist: activates the human D2 dopamine receptor. P14416. HEK293 T-REx D2 cells, calcium flux agonist mode. activation, % at 2 µM. 340,000 tested, 0.53% active. AID 485358;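 active = activation over 3 SD above normal in the single-dose calcium agonist read, cut at about 30% in these data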; also: 0% is about no effect
#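 Agonism scored from kinetic calcium signal (1 read/sec, 180 s) following compound pin transfer, after a 10 s baseline. Cells: HEK293 Trex line expressing inducible D2 receptor coupled to calcium, dye-loaded after overnight culture at 30 C.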
# Vif-A3F inh: inhibitors of Vif-A3F interaction; Potency, µM (top dose mostly 46.1 µM), for inactives: at the highest dose activity, negative = active; 390,000 tested, 0.2% active; HeLa A3F-eYFP + Vif (tagged APOBEC3F with the HIV-1 protein that degrades it), YFP fluorescence increase; also: potency is read from the fitted curve at half-maximal effect; % of control where 0% means no effect; nearly all actives have a fitted effect of over 65% in size
#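 Fluorescence increase (Ex 488/Em 500-530) after overnight compound treatment at 37 deg C flags inhibition of Vif-driven A3F-eYFP loss in stable HeLa A3F-eYFP/Vif cells seeded overnight beforehand.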
# ALOX12 inh: inhibitors of human 12S-lipoxygenase ALOX12. purified 12hLO, xylenol orange hydroperoxide absorbance. P18054. Potency, µM (highest dose often 108 µM), inactives show at the highest dose activity change, negative = inhibition, actives largely listed as inhibitors. 580,000 tested, 1.1% active; also: potency is read from the fitted curve at half-maximal effect; % is scaled to controls: 0 for no effect and ±100 for the full control effect
# Target sequence (P18054 whole entry, looked up): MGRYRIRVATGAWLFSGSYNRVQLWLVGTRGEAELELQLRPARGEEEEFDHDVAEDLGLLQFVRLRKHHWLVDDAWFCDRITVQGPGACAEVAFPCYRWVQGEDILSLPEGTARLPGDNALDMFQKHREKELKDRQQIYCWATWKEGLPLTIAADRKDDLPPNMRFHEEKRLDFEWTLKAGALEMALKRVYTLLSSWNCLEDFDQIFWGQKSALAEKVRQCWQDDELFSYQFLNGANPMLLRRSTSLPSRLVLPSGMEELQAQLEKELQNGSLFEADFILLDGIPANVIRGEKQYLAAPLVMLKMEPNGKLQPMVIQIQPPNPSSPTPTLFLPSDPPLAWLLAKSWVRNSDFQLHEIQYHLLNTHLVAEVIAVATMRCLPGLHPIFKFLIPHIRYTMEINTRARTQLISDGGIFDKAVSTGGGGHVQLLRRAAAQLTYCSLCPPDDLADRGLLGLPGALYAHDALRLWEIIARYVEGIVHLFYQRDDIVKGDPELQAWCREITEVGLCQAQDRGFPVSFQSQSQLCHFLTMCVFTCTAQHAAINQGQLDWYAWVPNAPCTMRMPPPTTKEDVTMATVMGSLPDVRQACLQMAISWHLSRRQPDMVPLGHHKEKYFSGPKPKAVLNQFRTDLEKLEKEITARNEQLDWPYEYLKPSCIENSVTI
#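 Purified human 12hLO at 150 nM in 25 mM Hepes, 0.01% Triton X-100, pH 7.0, preincubated 15 min at room temperature with compound. Reaction started with 40 uM arachidonic acid, 30 min at room temperature. Hydroperoxide measured by Fe-xylenol orange, 573/405 nm absorbance ratio.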
# Vif-A3G inh: inhibitors of Vif-APOBEC3G interaction; Q9HC16; HeLa A3G-eYFP + Vif (tagged APOBEC3G with the HIV-1 protein that degrades it), YFP fluorescence, overnight; Potency, µM (series often up to 46.1 µM), for the others: at the top dose activity, negative = active, most hits filed as inhibitors; 410,000 tested, 0.076% active; AID 602310;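 also: potency is read from the fitted curve at half-maximal effect; % is scaled to controls: 0 for no effect and ±100 for the full control effect; nearly all actives have a fitted effect of over 60% in size; hits raise eYFP signal because A3G escapes Vif-driven loss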
#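 HeLa cells stably expressing Vif and C-terminally eYFP-tagged A3G, seeded overnight at 37 deg C, then exposed to compound by pintool overnight at 37 deg C. Rise in yellow fluorescence (Ex 488/Em 500-530, Acumen) marks blocked Vif-driven A3G degradation.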
# GRP78 ERSR act: induces the endoplasmic reticulum stress response in human glioma cells; U87-MG GRP78 promoter luciferase reporter, 16 h; Potency, µM, for the others: top-dose activation, actives largely listed as activators; 420,000 tested, 0.02% active; also: potency is read from the fitted curve at half-maximal effect; series mostly up to about 76 µM; % of control where 0% means no effect; nearly all actives have a fitted effect of over 35% in size
#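 Stably transfected U87-MG glioma cells carrying a GRP78-based luciferase sensor; 16 h compound incubation. Luminescence end-point read 10 min after Bright-Glo addition at room temperature.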
# * marks the source's active call; other numbers are inactive results; ? = inconclusive; · = not tested or not shown; & = joins results of further samples; [ ] = another dose, or the depositor's remark. Unless noted, calls follow the shape of the dose curve; as a rule, active = well fitted curve in the direction sought with a large enough effect; inconclusive = small, poorly fitted or top-dose-only effect, or another doubt; inactive = no such curve, though single readings can be large; an effect the other way counts as inactive or inconclusive. Only part of the results is shown; the hit share may differ from the screen's.
SMILES,D2 antagonist,ERG Ets-DNA blk,RGS4 inhibitor,LDHA inh,D2 agonist,Vif-A3F inh,ALOX12 inh,Vif-A3G inh,GRP78 ERSR act
COc1cccc2c1C(=O)c1c(O)c3c(c(O)c1C2=O)C[C@@](O)(C(=O)CO)C[C@@H]3O[C@H]1C[C@H](N)[C@@H](O)[C@H](C)O1,·,·,?,3,·,9%,-29%[57.4 µM],0%,-2%
CC(NC(=O)c1ccccc1Cl)C(=O)N1CCN(Cc2ccc3c(c2)OCO3)CC1 (centres undefined),-9,·,-19%,-4,4.8,2%,5%,0%,-5%
COc1ccc(S(=O)(=O)NC(C)C(=O)Nc2ccc3c(c2)OCO3)cc1OC (centres undefined),18,5%,23%,-11,-0.6,0%,-2%,3%,-2%
COc1cc(C=C2NC(=O)NC2=O)ccc1O,·,·,·,-3,·,-15%,-2%,-1%,-4%
O=C(OCc1ccc(Br)cc1F)c1cc2ccccc2oc1=O,4,-9%,21%,-3,-0.6,0%,-25%,-2%,-3%
CCOc1ccc(N2C(=O)CC(SCCN)C2=O)cc1 (centres undefined),-43,2%,-20%,-12,-1.0,0%,0%,0%,-2%
CC(C)NC(=O)c1ccc(COCC(F)(F)C(F)F)cc1,1,-1%,4%,-6,0.1,-14%,-27%,-2%,-2%
COc1ccc(CCNC(C(=O)Nc2cc(C)cc(C)c2)c2ccccc2)cc1 (centres undefined),-16,19%,-38%,-1,0.7,2%,-6%,-1%,-3%
COc1ccc(Cl)cc1S(=O)(=O)Nc1ccc2[nH]c(=O)[nH]c2c1,·,-1%,-4%,1,1.3,-1%,?,-8%,-3%
COc1ccc(CO[C@@H]2O[C@H](CO)[C@@H](O)[C@H](O)[C@H]2NC(C)=O)cc1OC,-7,-4%,25%,-1,0.5,1%,2%,-4%,-5%
CCn1c(=O)c2sccc2n2c(CCCC(=O)Nc3ccc(Oc4ccccc4)cc3)nnc12,·,-3%,3%,2,-0.9,4%,-19%,-4%,-5%
CC(=O)CCC(=O)c1ccc2ccccc2c1,5,3%,-21%,-7,-0.2,-25%,-13%,-2%,1%
C[C@@H](C(=O)Nc1ccc2ccccc2c1)[C@@H]1C[C@@]1(C)[C@@H](NC(=O)c1cnccn1)c1ccccc1,2,1%,-12%,4,-0.2,0%,-27%,0%,-4%
O=S(=O)(c1ccc(Oc2ccc(Cl)cc2)nc1)N1CCOCC1,·,0%,-11%,3,·,-9%,0%,1%,2%
Cc1ccc(NC(=O)CCS(=O)(=O)c2ccc3c(c2)oc(=O)n3C)c(Br)c1,·,-5%,-29%,-1,-0.1,2%,?,-3%,-2%
COc1cc2c(cc1OC)CN(CC(=O)Nc1ccc(C)c(C)c1)CC2,·,1%,29%,-2,·,0%,3%,0%,-1%
Cc1ccc(C)c(S(=O)(=O)N2CCCC2CNC(=O)C(=O)NCc2cccs2)c1 (centres undefined),3,1%,-1%,-1,-0.3,10%,-20%,0%,-2%
C(=N\n1cnnc1)/c1ccc(N2CCOCC2)cc1,-3,-1%,-14%,0,0.1,6%,-21%,1%,0%
C=CCn1c(SCc2c(F)c(F)c(F)c(F)c2F)nc(O)cc1=O,3,-3%,27%,-2,4.2,-4%,?,0%,-5%
Cc1ccc(C)c(-n2c(CNC(=O)c3ccco3)nnc2SCC(=O)N2CCc3ccccc32)c1,6,-13%,-19%,-6,0.0,-16%,-2%,5%,-4%
Cc1nc(Nc2ccc(Cl)cc2)c(C#N)c(=O)[nH]1,4,-6%,9%,-4,1.4,2%,0%,1%,-5%
NC(c1ccncc1)c1ccc(Cl)cc1 (centres undefined),·,·,·,-16,·,3%,?,-5%,-3%
C/C(=N\NC(=O)c1ccco1)c1ccc(NC(=O)C(F)(F)F)cc1,·,1%,4%,0,·,1%,498%[activator],1%,-1%
COc1ccc2c(c1OC)C(=O)N(c1nc(SC)n[nH]1)C2=O,-6,4%,8%,-3,0.2,1%,-4%,4%,-3%
CC1=C(C(=O)OC(C)C)C(c2cccs2)NC(=S)N1 (centres undefined),-3,-1%,-48%,-1,-0.6,7%,?,0%,-4%

# (list continues)
SMILES,D2 antagonist,ERG Ets-DNA blk,RGS4 inhibitor,LDHA inh,D2 agonist,Vif-A3F inh,ALOX12 inh,Vif-A3G inh,GRP78 ERSR act
Cc1ccc(NC(=O)COC(=O)COc2cccc3c2OC(C)(C)C3)c(C)c1,0,-6%,-12%,-4,-0.4,5%,3%,2%,-5%
O=C(COC(=O)c1ccccc1)Nc1ccc(Cl)cn1,2,11%,18%,-12,0.2,-4%,-28%,-4%,-4%
Nc1c(C(=O)OCC(=O)NCc2ccccc2)[nH]c(=O)[nH]c1=O,10,-10%,-22%,1,-0.6,-27%,0%,1%,-5%
Cc1cc(Cl)ccc1OC(C)C(=O)OCC(=O)c1ccc[nH]1 (centres undefined),·,-6%,2%,-4,·,7%,?,-1%,-3%
CCOC(=O)C1=C(c2ccccc2)c2ccccc2OC1C(=O)OCC (centres undefined),·,3%,-4%,5,·,-4%,-3%,-1%,0%&-2%
CS(=O)(=O)n1nc(OC(=O)c2cc(Br)ccc2Cl)cc1N,-8,-2%,-22%,-4,1.3,-1%,-4%,3%,-1%
COC(=O)c1ccc(NC(=O)CSCc2ccc(C)cc2)cc1,11,4%,22%,-1,-0.4,-2%,-27%,2%,2%
CC(=O)c1c(C)[nH]c(C(=O)COC(=O)c2cc(C)oc2C)c1C,6,3%,14%,-4,-1.2,-3%,?,2%,0%
COc1ccccc1/C=C/C(=O)c1ccccc1,-16,2%,-9%,-2,-1.0,0%,0%,-27%,?
COc1ccc2nc(SCc3cnc(C)nc3N)[nH]c2c1,7,·,17%,-9,0.2,4%,-21%,1%,0%
Cc1cc(C)c(S(=O)(=O)c2ccccc2)c(Cl)n1,17,-7%,5%,-3,-0.4,1%,0%,0%,-5%
C/C(=N\NC(=O)c1nn(C)cc1Br)c1cccc(NC(=O)C(C)(C)C)c1,-16,-3%,5%,-7,0.2,-1%,-17%,-4%,3%
CCCC(=O)Nc1nc2n(n1)C(c1ccccc1)CC(=O)N2 (centres undefined),17,0%,16%,-5,0.4,6%,0%,0%,-5%
COc1ccccc1NC(=O)c1cc2c(CO)cnc(C)c2oc1=Nc1ccccc1,2,-8%,3%,-4,1.4,-2%,2%,0%,-1%
Cn1c(-c2ccc3c(c2)OCO3)cnc1NCc1cccc(Cl)c1,-5,3%,-11%,-14,-0.2,-14%,·,?,1%
CC(C)(C)c1[nH]nc2c1C(c1ccccc1OC(=O)N1CCOCC1)C(C#N)=C(N)O2 (centres undefined),9,·,-17%,13,0.3,-1%,11%,-1%,-2%
Cc1ccc(NCN2C(=O)C3C4C=CC(C4)C3C2=O)cc1 (centres undefined),-4,0%,-3%[11.4 µM],5,0.6,0%,7%,0%,-3%
O=C(COc1ccc(Br)cc1Br)NNC(=O)c1cccs1,-7,10%,19%,-12,-0.6,-6%,19%,-1%,5%
CNc1nc(Nc2ccc([N+](=O)[O-])cc2)nc(OCC(F)(F)F)n1,·,14%,-6%,-3,·,-1%,?,3%,1%
O=C(CCC1CCCN(C(=O)Cc2cccc(F)c2)C1)N1CCN(c2ccccn2)CC1 (centres undefined),5,-5%,-49%,-11,-0.6,1%,3%,0%,0%
CN=c1scc(-c2cccs2)n1/N=C/c1ccccc1O,0,3%,-44%,2,-1.4,6%,-21%,-20%,-15%
Cc1cc(C)nc(N2CCCC(C(=O)NCC(c3ccccc3)c3ccccc3)C2)n1 (centres undefined),16,7%,1%,0,1.8,-1%,0%,0%,-8%
CC1(C(=O)NCc2cccc3ccccc23)CCN1Cc1ccc(-c2ccccc2)o1 (centres undefined),·,·,·,-6,·,·,-29%,-7%,-2%
Cc1nc2cc3ccccc3cc2c(=O)[nH]1,-30,7%,4%,16,0.3,-4%,?,-3%,7%
CCc1ccc(-c2cc(C)no2)cc1S(=O)(=O)Nc1ccc(Cl)cc1,·,0%,-6%,-7,0.1,-8%,?,-13%,-5%

# Further compounds follow.
SMILES,D2 antagonist,ERG Ets-DNA blk,RGS4 inhibitor,LDHA inh,D2 agonist,Vif-A3F inh,ALOX12 inh,Vif-A3G inh,GRP78 ERSR act
COc1ccc(NC(=O)c2sc3nc(-c4cc5ccc(OC)cc5oc4=O)[nH]c(=O)c3c2C)cc1,·,1%,-12%,6,-0.5,?,-19%,-11%,-4%
O=c1[nH]c2ccsc2c(=O)n1-c1ccc(F)c(Cl)c1,-9,11%,2%,-6,-0.6,-7%,-29%,0%,0%
O=C(CCNC(=O)c1ccccc1Cl)Nc1ccc2c(c1)OCCO2,·,·,·,2,·,2%,3%,-4%,-3%
CC(C)NC(=O)c1cccc(C(F)(F)F)c1,2,-10%,5%,0,0.6,-15%,3%,4%,-4%
COCCn1c(SCC(=O)NCc2ccccc2)nnc1-c1ccco1,0,-2%,-39%,-3,-0.1,6%,41%[activator],1%,-6%
Cc1ccc(N=C(c2cccs2)N2CCOCC2)cc1,-10,2%,-11%,1,0.7,·,7%,-1%,2%
